From PubChem BioAssay
Glioma ERSR ind: ER stress response induction in glioma | Potency, µM, without a hit: at the highest dose activation, usual class: activators | U87-MG GRP78 promoter luciferase reporter, 16 h | 0.02% of 420,000 active; active = well fitted activation curve with a large enough effect; inconclusive = small, poorly fitted or top-dose-only effect; inactive = no such curve, though single readings can be large or run the other way; also: series mostly up to about 76 µM; % of control where 0% means no effect; nearly all actives have a fitted effect of over 35% in size
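Stably transfected U87-MG glioma cells carrying a GRP78-based luciferase sensor; 16 h compound incubation. Luminescence end-point read 10 min after Bright-Glo addition at room temperature.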
* hit, by the source's call; ? = inconclusive; & = joins results of further samples. Potency is read from the fitted curve at half-maximal effect. These rows are one share of the data; rates above refer to the full screens.

SMILES | Glioma ERSR ind
CC(C)CC(=O)N[C@H](C(=O)N[C@H](C(=O)N[C@@H](CC(C)C)[C@H](O)CC(=O)N[C@@H](C)C(=O)N[C@@H](CC(C)C)[C@H](O)CC(=O)O)C(C)C)C(C)C | 1.9%
CC(C)(CO)[C@@H](O)C(=O)NCCC(=O)NCCSSCCNC(=O)CCNC(=O)[C@H](O)C(C)(C)CO | -1.7%
CCC(=O)NCCC1CCc2ccc3c(c21)CCO3 (centres undefined) | 1.0%
C[C@H](O)[C@@H]1C(=O)N2C(C(=O)O)=C(SCCN=CN)C[C@@H]12 | -3.7%
O=C(O)[C@H]1CN(C/C=C/P(=O)(O)O)CCN1 | -4.8%
COc1cccc(Cn2c(=O)c(-c3cccc(F)c3)nc3cncnc32)c1 | -3.0%
O=C1C2Cc3c([nH]c4ccccc34)C(c3ccccc3)N2C(=O)C2Cc3c([nH]c4ccccc34)C(c3ccccc3)N12 (centres undefined) | -2.9%
c1ccc2c(Nc3ccncc3)nc(-c3ccoc3)nc2c1 | -5.0%
CN(Cc1ccco1)c1cc(-c2cccnc2)ncn1 | -0.5%
O=c1c(CCc2ccccc2)nc2cnc(N3CCNCC3)nc2n1Cc1cccs1 | -2.5%
O=C(Nc1ccccc1)N1CC2(CCN(C(=O)c3cc(C(F)(F)F)cc(C(F)(F)F)c3)CC2)C1 | -4.7%
CCOC(=O)CCN1C(=O)[C@H]2[C@H]3[C@H](O)[C@H](O)C/C(=N/OCC(C)C)[C@H]3CC[C@@H]2C1=O | -3.7%
COC(=O)[C@@H]1CCCN1Cc1ccc2c(c1)CN(Cc1cc(OC)c3c(c1)OCO3)CCO2 | -4.8%
Cn1cc(-c2nc3cncnc3n(Cc3ccc(F)cc3)c2=O)c2ccccc21 | -1.5%
Cn1cccc1C(=O)N1CCC2(CCCN(C(=O)Nc3cccc(C#N)c3)C2)CC1 | -2.6%
O=S(=O)(c1ccccc1)N1CCC2(CCN(C(c3ccccc3)c3ccccc3)CC2)CC1 | -4.6%
c1ccc(CNc2ncncc2-c2cccnc2)cc1 | -0.2%
O=C1OC2C[C@H]1[C@@H]1C(=O)N(Cc3ccccc3)CCC1C2I (some centres undefined) | -3.0%
Cn1cccc1C(=O)N1CCC2(CCCN(c3cccc(-c4ccccc4)c3)C2)CC1 | ?
C/C(CCN1CCCc2nc(C)c(C)cc21)=N\O[C@@H](C)CN1CCCCc2nc(C)c(C)cc21 | -5.3%
CCC1(C2CCN(Cc3ccc(OC)cc3)CC2)NC(=O)N(CC2COc3ccccc3O2)C1=O (centres undefined) | -5.5%
CC(=O)N1CCN(c2nc3cc(C)ccc3cc2CN(C(=O)c2cccc3ccccc23)C2CC2)CC1 | -5.6%
N#CCCn1c(=O)c(-c2ccc(Cl)cc2)nc2cnc(N3CCOCC3)nc21 | -2.7%
CC(=O)OC[C@@H]1O[C@H](CCO/N=C(\C)CCN2CCCc3nc(C)c(C)cc32)C=C[C@@H]1OC(C)=O | -1.6%
CC1(C)CC2/C(CO)=C/C=C/[C@](C)(O)CC[C@]21O (some centres undefined) | -2.9%
CC(C)CO/N=C1/C[C@@H](O)[C@@H](O)[C@@H]2[C@H]3C(=O)N(c4ccc(F)cc4F)C(=O)[C@@H]3CC[C@H]12 | -2.4%
O=C(CC1NCCC[C@H]1O)Cn1cnc2cc(Br)c(Cl)cc2c1=O (some centres undefined) | -0.7%
Cn1cc(-c2nc3cnc(N4CCNCC4)nc3n(Cc3ccc(F)cc3)c2=O)c2ccccc21 | -12.0%
CC(C)(Oc1ccc(C2CCCc3ccccc32)cc1)C(=O)O (centres undefined) | -1.6%
COC(=O)C1=C(C)N(Cc2ccccc2)[C@]23O[C@](C(=O)OC)(C(=O)N2C1c1ccccc1)C1CCOC(=O)C13 (some centres undefined) | 2.2%
CCOC(=O)C1OC1C(=O)NC(CC(C)C)C(=O)NCCC(C)C (centres undefined) | 0.0%
CO[C@@H]1COC(=O)[C@H](COCc2ccccc2)NC(=O)C/C=C\[C@@H](C)[C@H](OC)COC(=O)[C@@H](C)NC(=O)C/C=C\[C@H]1C | -0.4%
COc1cc(OC)c2c(OC)c(-c3ccc4c(c3)OCO4)c(=O)oc2c1 | -2.1%
COc1ccc(-n2c(=O)c(C)nc3cnc(Oc4ccccc4)nc32)cc1 | -4.0%
Cc1nc2cnc(N3CCN(C)CC3)nc2n(Cc2cccs2)c1=O | -3.4%
COc1ccccc1CNc1ccnc(-c2ccc3c(c2)OCO3)n1 | -2.4%
COc1ccc(OC2C=CC(c3ccccc3)OC2CO)cc1 (centres undefined) | -2.4%
COc1cc2cc[n+]3cc4c(OC)c(OC)ccc4cc3c2cc1OC | -6.4%
CCNc1ncc2nc(-c3cccc(C#N)c3)c(=O)n(C)c2n1 | 5.4%
CC(C)(C)c1ccc2c(S(=O)(=O)O)c(C(C)(C)C)ccc2c1 | -2.8%&-2.7%

Of the compounds above, 2 have a thiophene ring, fused or not.
SMILES | Glioma ERSR ind
O=c1c(CCc2ccccc2)nc2cnc(N3CCNCC3)nc2n1Cc1cccs1 | -2.5%
Cc1nc2cnc(N3CCN(C)CC3)nc2n(Cc2cccs2)c1=O | -3.4%

Following part.
SMILES | Glioma ERSR ind
COc1cccc(-c2cncnc2NCc2ccc(OC)cc2OC)c1 | -4.7%
CC1(C)C(=O)NC2=C1C(=O)C(=O)c1ccccc12 | -11.8%&-10.5%
c1ccc(CNc2cc(-c3ccoc3)ncn2)cc1 | -1.8%
O=c1cc(-c2ccccc2)oc2cc(O[C@@H]3O[C@H](CO)[C@@H](O)[C@H](O)[C@H]3O)c(O)c(O)c12 | ?
OC1CCN(Cc2ccc3c(c2)CN(C/C=C/c2ccco2)CCO3)CC1 | -6.9%
COc1ccc(-c2cc(=O)c3c(OC(C)=O)cc(OC(C)=O)cc3o2)cc1 | 1.1%
CCn1c(-c2ccccc2F)nc2cc(C(=O)N3CCNC(=O)C3CC(=O)OC)cc(NC(C)=O)c21 (centres undefined) | -3.3%
O=C(NCCc1ccccn1)C1CC12CCN(C(=O)c1c(F)cccc1Cl)CC2 (centres undefined) | -3.0%
CN(C)[C@H]1C(=O)C(C(=O)NCN2CCCC2)=C(O)[C@]2(O)C(=O)C3=C(O)c4c(O)cccc4[C@](C)(O)[C@H]3C[C@H]12 | -3.3%
COCC(=O)N1CCC2(CCCN(Cc3ccccc3)C2)CC1 | 0.4%
COc1ccc(-c2nc3cnc(Oc4cccc(Cl)c4)nc3n(CCC#N)c2=O)cc1 | -5.4%
c1ccc(Oc2nc(NC3CCCCC3)c3[nH]cnc3n2)cc1 | -0.7%
COc1ccccc1-c1cncnc1NCCNC(C)=O | -2.2%
N[C@@]1(C(=O)O)CO[C@H]2[C@H](C(=O)O)[C@H]21 | -3.6%
C/C(CCN1CCCc2nc(C)c(C)cc21)=N\OC[C@@H](O)COCc1ccco1 | -5.0%
O=C(c1csnn1)N1CCC2(CC1)CCN(C(c1ccccc1)c1ccccc1)CC2 | -3.5%
COc1ccc2[nH]cc(CCNc3ccnc(-c4ccccc4Cl)n3)c2c1 | -1.0%
NC(N)=NCCC[C@@H](N)C(=O)NCC(=O)N[C@@H](CC(=O)O)C(=O)N[C@@H](Cc1c[nH]c2ccccc12)C(=O)O | -7.4%
CC(C)[C@H](NC(=O)OC(C)(C)C)[C@@H](O)CC(=O)C(C)(C)C | -5.3%
O=C(NNCS(=O)(=O)O)c1ccncc1 | -3.2%
O=C(O)c1cc(O)c2c(c1)[O][Bi][O]2 | -2.3%
COc1ccc(-c2coc3ccc(OC4OC(COC(C)=O)C(OC(C)=O)C(OC(C)=O)C4OC(C)=O)cc3c2=O)cc1 (centres undefined) | -0.1%
COc1cccc(Nc2ncc3nc(-c4cccs4)c(=O)n(C[C@H]4CCCO4)c3n2)c1 | -4.0%
CCCCCCCC/C=C\CCCCCCCC(=O)OCC(CO)OC(=O)CCCCCCC/C=C\CCCCCCCC (centres undefined) | -2.6%
COc1cccc(Cn2c(=O)c(-c3cc(F)cc(F)c3)nc3cnc(N4CCOCC4)nc32)c1 | -2.6%
O=c1[nH]c(Cl)nc2c1ncn2C1OC(CO)C(O)C1O (centres undefined) | -2.9%
CCO[C@H]1[C@H](NC(=O)c2cccnc2)c2ccccc2C12CCN(C(=O)c1ccoc1)CC2 | -2.4%
CO/N=C(\C)CCN1CCCCc2nc(C)c(C)cc21 | -4.2%
O=C(Nc1cccc(F)c1)N1CC2(CCN(C(=O)c3csnn3)CC2)C1 | -3.2%
CC(C)n1cnc2c(NCc3ccccc3)nc(NCCCO)nc21 | -6.7%
COc1cc(CN2CCOc3ccc(CN4CCN(CCO)CC4)cc3C2)ccc1F | -0.1%
COc1ccc(NC(=O)N2CC3(CCN(C(=O)c4ccc(OC)cc4)CC3)C2)cc1 | -2.4%
CCOC(=O)[C@]1(C(NC(=O)OC)c2ccccc2)CCCC1=O (some centres undefined) | -3.0%
Cc1ccc2cc(CNCc3cccc4ccccc34)c(N3CCC(O)CC3)nc2c1 | -6.6%
COc1cc2c(cc1OC)-c1c(oc3cc(O)cc(O)c3c1=O)CO2 | 11.1%
CN(C)c1ncc2nc(-c3cccs3)c(=O)n(C)c2n1 | -2.7%
Cc1ccc2cc(CNC(C)CO)c(N3CCC(O)CC3)nc2c1 (centres undefined) | -6.2%
OC[C@@H]1O[C@H](OC2[C@@H](O)[C@@H](O)C(O)O[C@@H]2CO)[C@H](O)[C@@H](O)[C@@H]1OC1O[C@H](CO)[C@@H](O)[C@H](O)[C@@H]1O (some centres undefined) | -7.1%
COc1ccc(CNC(=O)c2cnn(-c3ncc4c(n3)-c3ccccc3CC4)c2C)cc1OC | 4.8%
Oc1cc2cc(CCN3CCN(c4nsc5ccccc45)CC3)c(Cl)cc2[nH]1 | -5.7%

Reformatted: entries from further up.
Glioma ERSR ind	canonical_smiles
-0.1%	COc1ccc(-c2coc3ccc(OC4OC(COC(C)=O)C(OC(C)=O)C(OC(C)=O)C4OC(C)=O)cc3c2=O)cc1 (centres undefined)
-2.4%	COc1ccc(NC(=O)N2CC3(CCN(C(=O)c4ccc(OC)cc4)CC3)C2)cc1
-2.9%	O=c1[nH]c(Cl)nc2c1ncn2C1OC(CO)C(O)C1O (centres undefined)

Additional entries follow.
SMILES | Glioma ERSR ind
Cn1nnnc1SCC1=C(C(=O)O)N2C(=O)[C@@H](NC(=O)[C@@H](O)c3ccccc3)[C@@H]2SC1 | -1.7%
O=C(CCCCCCCCC#CI)Oc1ccccc1 | -0.2%
O=C(c1csnn1)N1CCC2(CCCN(c3ccc(-c4ccccc4)cc3)C2)CC1 | 1.6%
Cc1cnc(C)c(-c2ccc(F)c3c2OC(CNC(=O)Cc2c(C)[nH]c4ccccc24)C3)n1 (centres undefined) | -0.7%
Cc1cc(/C=C/c2ccc3cc(N(C)C)ccc3[n+]2C)c(C)n1-c1ccccc1 | -9.1%
COc1ccc2c(c1)C(c1ccc(C)cc1)CC(=O)O2 (centres undefined) | -1.4%
CCC[C@H](NC(=O)[C@H](Cc1ccc(O[S+](=O)([O-])O)cc1)NC(=O)OC(C)(C)C)C(=O)NCC(=O)N[C@@H](Cc1c[nH]c2ccccc12)C(=O)N[C@@H](CCC)C(=O)N[C@@H](CC(=O)OCCc1ccccc1)C(=O)O | -3.4%
Cc1cccc(-c2cnc(C)nc2C2CCCN(C(=O)c3cccc(Cn4cccn4)c3)C2)c1 (centres undefined) | -0.1%
C1OCOCO1 | -4.4%
COCCNc1ccnc(-c2ccccc2C)n1 | -2.9%
Cc1[nH]c2c(F)cccc2c1CC(=O)NCCN1Cc2ccccc2OC(C)C1 (centres undefined) | -1.6%
Cc1occc1C(=O)Nc1cccc(-c2nc(CNC(=O)c3ccc4ccccc4n3)c(C)o2)c1 | -2.9%
CCc1nc2cc(C(=O)N(C)C3CCOC3)cc(NC(=O)c3ccccc3OC)c2n1C (centres undefined) | -2.7%
COC(=O)N1CCC2(CC1)CN(C(=O)Nc1cccc(F)c1)C2 | 0.7%
CCN1C(C)=C(C(=O)OC)C(c2ccccc2)N2C(=O)[C@](O)(C(=O)OC)CC(C#N)=C12 (some centres undefined) | -3.6%
COc1ccccc1CN1CCC2(CC1)CCN(C(=O)c1cccc(F)c1)CC2 | -1.5%
C/C=C(\C)C(=O)NCCN1Cc2ccccc2OC(c2ccccc2OC)C1 (centres undefined) | 4.9%
COc1cc(O)c(C(=O)c2ccccc2)cc1S(=O)(=O)O | -3.6%
CC(=O)N1CCC2(CC1)CCN(C(=O)Nc1cccc(F)c1)CC2 | 0.7%
CS(=O)(=O)Nc1cccc(-c2nc(Nc3ccncc3)c3ccccc3n2)c1 | -2.7%
CO[C@]1(NC(=O)[C@H](C(=O)O)c2ccc(O)cc2)C(=O)N2C(C(=O)O)=C(CSc3nnnn3C)CO[C@H]21 | -3.6%
Cc1nc2cc(NC(=O)C3CC34CCN(Cc3ccc(O)c(Cl)c3)CC4)ccc2s1 (centres undefined) | 2.2%
CCCCCCCCCCCCCC/C(C(=O)O)=C(\C)C(=O)O | -2.9%
Cc1cnc(SCc2ccccn2)nc1C1CCCN(Cc2ccsc2)C1 (centres undefined) | -3.3%
CS(=O)(=O)c1ccc([C@H](O)[C@H](CO)NC(=O)C(Cl)Cl)cc1 | -3.3%
CC1CCC2C(=O)N3C(CCC(C)C3c3ccccc3Br)C(=O)N2C1c1ccc(C#CCN(C)C)cc1 (centres undefined) | -5.3%

Single entries from the entries so far:
Under Glioma ERSR ind, CS(=O)(=O)Nc1cccc(-c2nc(Nc3ccncc3)c3ccccc3n2)c1 is listed with -2.7%
Under Glioma ERSR ind, COCC(=O)N1CCC2(CCCN(Cc3ccccc3)C2)CC1 is listed with 0.4%
